Bioassay records deposited in PubChem by National Center for Advancing Translational Sciences (NCATS).
CCT chaperon mod = modulators of cytosolic chaperonin (CCT/TRiC) activity | purified chaperonin ATPase assay, HTRF ADP detection, 30 min | activity change, % (test concentration not listed), hits read low | 0.3% of 360,000 active | AID 651819; in the data active means activity change below about -30%; further: on the % scale 0 is the no-effect control and ±100 the full control effect
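TRiC (40 or 20 nM final, by batch activity) in 30 mM Tris pH 7.4, 100 mM KCl, 5 mM MgCl2, 1 mM DTT was treated with compound at 76 uM single dose, then 10 uM ATP, 30 min at 37 °C. ADP was read by HTRF Transcreener.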
PI5P4K alpha inh = inhibitors of human PI5P4K alpha. P48426. max response, %. 1.2% of 330,000 active. PI5P4Kalpha enzyme, ADP-Glo luminescence, 60 min; active compounds read low; active means max response of -50% or lower; inconclusive means between -30% and -50%; inactive means -30% or higher; further: value at the top dose of about 77 µM; on the % scale 0 is the no-effect control and ±100 the full control effect
Target sequence (P48426 whole entry, looked up): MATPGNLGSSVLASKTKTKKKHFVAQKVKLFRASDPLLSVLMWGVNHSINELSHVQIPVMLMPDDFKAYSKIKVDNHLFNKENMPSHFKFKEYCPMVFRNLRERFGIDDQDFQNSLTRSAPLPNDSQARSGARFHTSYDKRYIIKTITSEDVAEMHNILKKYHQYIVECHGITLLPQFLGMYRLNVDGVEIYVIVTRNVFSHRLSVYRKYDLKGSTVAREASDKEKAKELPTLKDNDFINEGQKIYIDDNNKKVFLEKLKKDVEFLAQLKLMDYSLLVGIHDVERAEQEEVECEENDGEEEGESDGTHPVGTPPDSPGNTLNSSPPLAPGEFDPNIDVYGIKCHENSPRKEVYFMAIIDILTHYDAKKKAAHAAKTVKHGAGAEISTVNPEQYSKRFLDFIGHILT
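Luminescence from ADP-Glo served as readout of PI5P4Kalpha activity in a qHTS format. Reaction: enzyme, substrate, compound, ATP at 5 microM final, 60 min at RT.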
IL-2 act = activates IL-2 in a cell-based reporter assay. IL-2 activation reporter assay, cell-based qHTS; stimulated with anti-CD3/CD4/CD28 beads; in transgenic mouse T cells. activation, % (series mostly up to about 46 µM). 0.065% of 360,000 active; in the data active means activation above about 50%; inconclusive means mostly about 30% to 49%; further: 0% is about no effect
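Unstimulated transgenic mouse T cells, 750 per well, received compound and, after 60 minutes, anti-CD3/anti-CD4 bead plus anti-CD28 stimulation. EGFP and DsRed were quantified after 18 hours.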
EPAC2 agonist = agonists of human EPAC2 (RAPGEF4) | Potency, µM (series often up to 154 µM), for the others: at the top dose activation, usual class: activators | EPAC2 activation, biochemical qHTS; response scale: 100% = 6.5 mM cAMP response | Q8WZA2 | AID 720711 | 0.079% of 360,000 active; further: potency means the concentration at half of the fitted maximal effect; nearly all actives have a fitted effect of over 50% in size
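Compounds were added across a concentration range to EPAC2 (100 nM), RAP1B-BODIPY-GDP (250 nM) and GDP (50 uM). After 5 min at room temperature, fluorescence was recorded at 5-min intervals for 30 min.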
EPAC1 ag = EPAC1 (human) agonism. O95398. EPAC1 agonist qHTS, biochemical assay; response scale: 100% = response to 6.5 mM cAMP. Potency, µM (doses to about 154 µM), for the others: top-dose activation, usual class: activators. 0.073% of 360,000 active. AID 720707; further: potency means the concentration at half of the fitted maximal effect; nearly all actives have a fitted effect of over 60% in size
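Normalized to 6.5 mM cAMP, activity reflects EPAC1-catalysed release of BODIPY-GDP from Rap1B, followed kinetically over 30 min at 480 nm excitation, 540 nm emission. Reaction contained 100 nM EPAC1, 250 nM Rap1B-BODIPY-GDP, 50 uM GDP.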
PLK1 PBD inh = blocks phosphopeptide binding to human PLK1 polo-box domain; Plk1 PBD binding of FITC phosphopeptide, fluorescence polarization; P53350; AID 720504; Potency, µM, inactives show max response, negative = inhibition, hits mostly inhibitors; 2.8% of 360,000 active; further: potency means the concentration at half of the fitted maximal effect; series mostly up to about 57 µM; on the % scale 0 is the no-effect control and ±100 the full control effect; nearly all actives have a fitted effect of over 65% in size
Target sequence (P53350 whole entry, looked up, the tested form may be a part): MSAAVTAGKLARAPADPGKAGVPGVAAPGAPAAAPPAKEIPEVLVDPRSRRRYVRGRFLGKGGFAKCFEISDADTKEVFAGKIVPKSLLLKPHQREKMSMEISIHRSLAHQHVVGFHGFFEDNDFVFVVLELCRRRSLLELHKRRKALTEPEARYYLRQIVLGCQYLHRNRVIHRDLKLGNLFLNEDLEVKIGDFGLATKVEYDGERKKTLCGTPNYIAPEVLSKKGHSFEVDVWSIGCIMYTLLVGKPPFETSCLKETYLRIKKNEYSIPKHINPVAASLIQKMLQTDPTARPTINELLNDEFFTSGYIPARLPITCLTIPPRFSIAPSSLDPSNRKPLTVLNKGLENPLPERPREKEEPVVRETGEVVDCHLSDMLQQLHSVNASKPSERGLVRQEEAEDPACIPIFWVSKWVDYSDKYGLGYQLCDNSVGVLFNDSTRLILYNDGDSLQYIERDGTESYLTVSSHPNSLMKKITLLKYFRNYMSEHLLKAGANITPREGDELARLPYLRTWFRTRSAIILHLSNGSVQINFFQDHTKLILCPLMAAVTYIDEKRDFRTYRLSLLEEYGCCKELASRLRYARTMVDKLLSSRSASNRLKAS
EPAC1 antagonist = EPAC1 (human) antagonism | EPAC1 GEF assay, Rap1b-BODIPY-GDP exchange fluorescence | Potency, µM (series often up to 115 µM), for inactives: at the top dose activity change, negative = inhibition, most hits filed as inhibitors | 0.14% of 360,000 active;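 further: potency means the concentration at half of the fitted maximal effect; plate controls were vehicle for no effect and positive control for full effect; nearly all actives have a fitted effect of over 50% in size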
WRN inhibitor = WRN helicase (human) inhibition; Q14191; WRN helicase unwinding, fluorescent forked duplex, kinetic; Potency, µM (doses to about 114 µM), without a hit: top-dose activity change, negative = inhibition, actives largely listed as inhibitors; 0.46% of 360,000 active; AID 651768; further: potency means the concentration at half of the fitted maximal effect; on the % scale 0 is the no-effect control and ±100 the full control effect; nearly all actives have a fitted effect of over 55% in size
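Enzyme (20 nM final) and test compound sit together 15 min at room temperature before substrate addition. Substrate is a single-forked duplex oligonucleotide (100 nM) labelled with fluorophore and quencher, with 2 mM ATP; helicase unwinding raises red fluorescence, read kinetically.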
The depositor's hits bear a star; ? = inconclusive; / = not tested or not shown; [ ] = remark or other dose. Unless noted, the call rests on the fitted dose curve; in most records, active means well fitted curve in the direction sought with a large enough effect; inconclusive means small, poorly fitted or top-dose-only effect, or another doubt; inactive means no such curve, though single readings can be large; an effect the other way counts as inactive or inconclusive. Only part of the results is shown; the hit share may differ from the screen's.

SMILES	CCT chaperon mod	PI5P4K alpha inh	IL-2 act	EPAC2 agonist	EPAC1 ag	PLK1 PBD inh	EPAC1 antagonist	WRN inhibitor
Cc1cc(C(=O)N/N=C/c2cccn2C)no1	-8.2	2.2	0.3	-5.8%	0.8%	-13.3%	?	-17.2%
Oc1ccc(-c2nnc(SCC3CCCCC3)o2)cc1	1.6	-9.0	-4.1	3.8%	21.9%	-5.2%	17.8%	-12.6%
COc1ccc(NC(=O)c2cc([N+](=O)[O-])nn2Cc2ccccc2)c(C)c1	-0.4	1.4	-0.8	7.3%	3.3%	?	7.0%	-3.0%
Cc1ccc(S(=O)(=O)N2C[C@@H]3[C@H]4CC[C@H](C4)[C@@H]3[C@@H](C)[C@@H]2C2CCCCC2=O)cc1 (some centres not stated)	-1.4	-0.7	0.7	14.6%	-6.7%	-17.2%	-22.0%	-2.4%
Cc1ccc(S(=O)(=O)N2CCC(O)(c3cccnc3)CC2)cc1	1.1	/	-2.8	10.0%	4.2%	-9.5%	-4.5%	-1.7%
O=C(Nc1ccncc1)c1c(F)cccc1F	-1.5	/	1.9	10.7%	2.6%	3.1%	4.7%	-3.4%
Cn1c(=O)c2cc(NC(=O)NCc3ccc(F)cc3)ccc2n1C/C=C/c1ccccc1	-1.3	-3.0	-0.3	-3.7%	-10.4%	0.5%	-2.8%	-0.8%
NC(=O)c1ccc2nc(-c3ccccc3)c(-c3ccccc3)nc2c1	4.3	3.6	-0.2	6.0%	2.6%	?	-1.3%	-1.3%
COc1ccc2c(c1)cc(C(=O)N[C@@H](Cc1ccccc1)C(=O)O)n2C	-2.9	-3.7	1.4	11.2%	3.9%	-14.4%	-24.9%	-1.6%
Cc1c(C(=O)Nc2ccc(Cl)cc2)c2ccccn2c1C(=O)c1ccccc1	2.0	9.2	0.4	-3.5%	5.8%	-9.2%	0.0%	-3.4%
CCc1ccccc1NC(=O)CSc1nc2cc(C(=O)NCC3CCCO3)ccc2c(=O)n1CC1CCCO1 (configuration not stated)	-1.5	3.1	-1.5	-1.9%	1.0%	-5.0%	23.5%	-4.8%
N#CC1=C(N)NC(SCC(=O)c2ccc(Cl)cc2)=C(C#N)C12CCCC2	0.1	/	-1.0	25.4%	16.3%	-3.6%	-9.8%	-33.7%
Cc1cccc(CN2CCSCC2)c1	-1.9	-1.1	-3.2	3.0%	6.9%	-13.6%	-7.1%	7.3%
Cc1ccccc1C(=O)Nc1cccc(-c2ccc(N3CCOCC3)nn2)c1	-0.4	-5.0	-3.0	-8.3%	-19.0%	4.6%	-1.2%	0.0%
CCn1c(SCC(=O)Nc2ccc3c(c2)OCCO3)nnc1-c1ccncc1	0.1	-1.8	-0.7	10.7%	11.7%	-1.7%	9.3%	-1.3%[57.1 µM]
CN(C)c1ccc(C(=O)N=c2sccn2C)cc1[N+](=O)[O-]	-3.2	5.0	-3.6	5.6%	9.3%	-11.0%	19.2%	-0.1%
CCOc1ccc(NC(=O)N2CCC(c3nc4ccccc4o3)CC2)cc1	-0.8	-1.1	-0.4	6.3%	0.8%	-3.4%	2.0%	-2.1%
CCCCOCCCNC(=O)C[C@@H]1C[C@@]2(C(=O)OC)CCCCC=C2N(CCc2ccc(OC)c(OC)c2)C1=O	/	5.1	0.1	-3.4%	-0.8%	-4.7%	-20.4%	-2.5%
C[C@H]1CN([C@@H](C)CO)C(=O)Cc2cc(NC(=O)CCC(F)(F)F)ccc2O[C@H]1CN(C)C(=O)Nc1ccc(F)cc1	-0.4	0.6	-0.2	-9.1%	6.6%	-13.5%	0.9%	1.7%
CCCCn1c(CNC(=O)c2cccs2)nc2ccccc21	3.4	0.0	-0.1	6.0%	-9.2%	6.9%	-3.0%	-1.6%
COc1ccc(CCNC(=O)c2ccc(CS(=O)(=O)c3ccc(Br)cc3)o2)cc1OC	1.0	0.5	1.8	2.3%	4.4%	-4.0%	-9.2%	-3.1%
CC(=O)c1cc(CN2CCN(CC=C(C)C)C(CCO)C2)cs1 (configuration not stated)	-1.8	2.6	-0.6	-0.7%	-2.9%	-15.5%	2.5%	-5.9%
COc1ccc(CC(=O)Nc2cc(Cl)ccc2O)cc1	-0.7	/	-2.9	6.1%	3.3%	-4.1%	-4.9%	-28.4%
COc1ccccc1N1CCN(CC(=O)Nc2ccccc2C(=O)NC(C)c2ccccc2)CC1 (configuration not stated)	-3.2	-5.9	-1.9	-1.2%	10.6%	-12.0%	-10.9%	-26.2%
COC(=O)C1=CN(c2cccc(OCc3ccccc3)c2)C(N)=C(C#N)C1c1cccc(F)c1 (configuration not stated)	/	-2.2	0.6	7.8%	23.9%	-7.1%	6.2%	2.1%

Entries shown so far that have a thiophene ring, fused or not, in the order listed:
SMILES	CCT chaperon mod	PI5P4K alpha inh	IL-2 act	EPAC2 agonist	EPAC1 ag	PLK1 PBD inh	EPAC1 antagonist	WRN inhibitor
CCCCn1c(CNC(=O)c2cccs2)nc2ccccc21	3.4	0.0	-0.1	6.0%	-9.2%	6.9%	-3.0%	-1.6%
CC(=O)c1cc(CN2CCN(CC=C(C)C)C(CCO)C2)cs1 (configuration not stated)	-1.8	2.6	-0.6	-0.7%	-2.9%	-15.5%	2.5%	-5.9%

Part of the list above, with two lines to a compound.
Values in the order – CCT chaperon mod	PI5P4K alpha inh	IL-2 act	EPAC2 agonist	EPAC1 ag	PLK1 PBD inh	EPAC1 antagonist	WRN inhibitor
Cc1ccccc1C(=O)Nc1cccc(-c2ccc(N3CCOCC3)nn2)c1
  -0.4	-5.0	-3.0	-8.3%	-19.0%	4.6%	-1.2%	0.0%
CCn1c(SCC(=O)Nc2ccc3c(c2)OCCO3)nnc1-c1ccncc1
  0.1	-1.8	-0.7	10.7%	11.7%	-1.7%	9.3%	-1.3%[57.1 µM]

(continued)
SMILES	CCT chaperon mod	PI5P4K alpha inh	IL-2 act	EPAC2 agonist	EPAC1 ag	PLK1 PBD inh	EPAC1 antagonist	WRN inhibitor
O=C(CSc1nccn(-c2ccc(F)c(F)c2)c1=O)NC1CCCC1	-1.1	-27.8	-3.2	10.2%	5.0%	-27.2%	7.3%	7.7%
O=C1NC(c2ccccc2Br)=N/C1=C\c1ccco1	-1.2	-13.5	-0.3	-0.6%	13.0%	-2.2%	-10.2%	-1.1%[11.6 µM]
O=C1c2ccccc2NC(c2ccc(-c3ccc(C(F)(F)F)cc3)o2)N1O (configuration not stated)	/	/	1.7	7.7%	-29.9%	/	-29.0%	/
C#CCOCCOCCOCCNc1nc(N2CCN(C(=O)[C@H](CCCCN)n3cc(CCCC)nn3)CC2)nc(N2CCN(C(=O)[C@H](CCCCN)n3cc(CCC(=O)O)nn3)CC2)n1	0.9	1.5	0.4	4.1%	4.8%	-1.2%	-4.1%	-2.0%
O=[N+]([O-])c1ccc(Cl)c(S(=O)(=O)NC2=NCCC2)c1	3.6	-3.5	-0.2	15.2%	6.3%	1.4%	-14.0%	4.6%
COc1cc(OC)cc(C(=O)NNC(=O)CCc2ccccc2)c1	0.7	8.3	-0.7	4.9%	5.9%	-1.9%	7.1%	0.3%
COc1ccc(NC(=O)CN(c2ccc([N+](=O)[O-])cc2)S(=O)(=O)c2ccccc2)c(OC)c1	-5.9	1.2	0.6	15.1%	24.1%	-6.0%	2.2%	?
CCn1c(-c2cccnc2)n[nH]c1=S	-1.5	/	0.0	-0.9%	-0.1%	-4.7%	11.8%	2.3%
CC(=O)N(C)c1nc(N)n(-c2ccccc2)n1	-2.3	4.3	0.7	-5.8%	-5.0%	?	-11.1%	3.9%
CN(C)C(=O)CSc1ccc(S(=O)(=O)N2CCCC2)cn1	-3.0	-6.9	1.0	15.3%	-76.3%[inhibitor]	-0.2%	-5.2%	-12.1%
CCCNC(=O)CCc1cc(C(C)(C)C)c(O)c(C(C)(C)C)c1	-3.0	5.7	-1.6	7.1%	-1.6%	-4.3%	-17.9%	-2.4%
Cc1cn([C@H]2C[C@H](O)[C@@H](CCC(=O)NCCc3cccs3)O2)c(=O)[nH]c1=O	-0.5	-4.8	-0.2	8.0%	-1.7%	-1.5%	-13.7%	-3.6%
CNC(=S)Nc1cccc(S(=O)(=O)NCc2ccco2)c1	-1.9	-10.6	-2.6	11.6%	2.1%	-28.6%	1.3%	-14.1%
COc1ccc(C(C(=O)NC2CCCC2)n2c(C3CCN(C(C)=O)CC3)nc3ccccc32)cc1 (configuration not stated)	/	0.1	-0.1	7.3%	-9.7%	-14.6%	-15.2%	1.1%
CC(c1nc2ccccc2c(=O)[nH]1)N1CCN(S(=O)(=O)c2ccc(F)c(Cl)c2)CC1 (configuration not stated)	-0.3	1.9	-0.5	20.5%	10.9%	-0.7%	16.4%	5.3%
O=S(=O)(c1cc(Br)ccc1Br)N1CCCCCC1	-3.4	7.9	3.5	15.1%	16.9%	-3.2%	0.6%	-5.5%
O=C(c1ccccc1)N1CCN(Cc2cccc(Oc3ccccc3)c2)CC1	-0.6	-7.1	-2.7	18.9%	1.4%	23.8µM*	-10.7%	1.8%
CC(=O)Nc1sc(N/N=C\c2ccccc2F)nc1-c1cccs1	-2.6	0.4	-3.3	4.8%	-2.1%	-11.6%	-18.9%	-1.6%
C=CCn1c(=O)c2ccccc2n2c(SCC(=O)Nc3sc(C(=O)N(CC)CC)c(C)c3C(=O)OCC)nnc12	-3.0	-7.5	-1.7	-6.4%	-7.8%	?	-6.2%	-2.3%
Cc1nn(-c2ccccc2)c(C)c1/C=N/NC(=O)c1ccccc1NS(=O)(=O)c1cccs1	3.5	-14.8	-2.5	15.8%	2.2%	-21.0%	?	-34.9%
COc1cccc(C(=O)CSc2nnc(CNS(=O)(=O)c3ccc(C)cc3)n2C)c1	0.7	-15.4	-8.0	2.5%	-5.5%	-10.7%	-2.0%	-16.5%
Cc1sc(-c2ccccn2)nc1OC(=O)c1ccc(Cl)cc1	-0.1	1.1	0.8	-1.4%	-0.3%	-0.5%	13.5%	7.3%
COc1ccccc1C(=O)NCCC(=O)NCc1ccccn1	0.4	6.6	0.2	9.8%	6.4%	-3.7%	-3.4%	-7.0%

Compounds shown so far containing a cyano group:
SMILES	CCT chaperon mod	PI5P4K alpha inh	IL-2 act	EPAC2 agonist	EPAC1 ag	PLK1 PBD inh	EPAC1 antagonist	WRN inhibitor
N#CC1=C(N)NC(SCC(=O)c2ccc(Cl)cc2)=C(C#N)C12CCCC2	0.1	/	-1.0	25.4%	16.3%	-3.6%	-9.8%	-33.7%
COC(=O)C1=CN(c2cccc(OCc3ccccc3)c2)C(N)=C(C#N)C1c1cccc(F)c1 (configuration not stated)	/	-2.2	0.6	7.8%	23.9%	-7.1%	6.2%	2.1%
